# Screens: PubChem BioAssay, National Center for Advancing Translational Sciences (NCATS)
# LDHA block = qHTS assay for inhibitors of human lactate dehydrogenase; L-lactate dehydrogenase A chain (Homo sapiens), P00338; purified LDHA, NADH/diaphorase-resazurin fluorescence; active compounds read low; activity change, % (values are at about 110 or 230 µM); actives 0.15% (n = 480,000); in the data active = activity change below about -30%; inconclusive = mostly about -25% to -30%;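 note: plate controls were DMSO wells for no effect and wells without enzyme for full effect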
#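 Human LDH5 at 2 nM final in Tris HCl pH 7.4 with 0.06 mM NADH and 0.2 mM pyruvate, reacted 5 minutes at room temperature. Remaining NADH coupled via diaphorase/resazurin; resorufin fluorescence read at 0 and 20 minutes, normalized to enzyme-free and DMSO wells.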
# ALOX12 inh = Primary qHTS assay for inhibitors of human arachidonate 12S-lipoxygenase (ALOX12): Round 2 | actives 1.1% (n = 580,000) | purified 12hLO, xylenol orange hydroperoxide absorbance | Potency, µM (top dose mostly 108 µM), for inactives: at the top dose activity change, negative = inhibition, most hits filed as inhibitors | Polyunsaturated fatty acid lipoxygenase ALOX12 (Homo sapiens), P18054 | AID 1671190, 2021; note: potency is the fitted concentration of half-maximal effect; % is set by controls: 0 for no effect and ±100 for the full control effect
#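 Purified human 12hLO (150 nM final) in 25 mM Hepes, 0.01% Triton X-100, pH 7.0 was preincubated 15 min at room temperature with compound. Then 40 uM arachidonic acid was added, 30 min. Hydroperoxide was read by Fe-XO absorbance ratio 573/405 nm.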
# ERG-DNA inh = qHTS for Small Molecule Inhibitors of the ERG Ets/DNA interaction. Transcriptional regulator ERG (Homo sapiens), P11308. fluorescence polarization, His-ERG Ets domain / labelled DNA. Potency, µM (top dose mostly 76.9 µM), for the others: top-dose FP activity, negative = inhibition, hits mostly inhibitors. actives 0.028% (n = 370,000). AID 624246, 2012; active = well fitted inhibition curve with a large enough effect in the polarisation, with a control signal flat; inconclusive = small, poorly fitted or top-dose-only effect, or effect the other way, or a change in a side signal; inactive = no such curve, though single readings can be large or run the other way; the % refers to the polarisation;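 note: polarization taken with two DNA probes labelled with fluorescein and Texas red; potency is the fitted concentration of half-maximal effect; % of control where 0% means no effect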
# Target sequence (P11308 whole entry, looked up, the tested form may be a part): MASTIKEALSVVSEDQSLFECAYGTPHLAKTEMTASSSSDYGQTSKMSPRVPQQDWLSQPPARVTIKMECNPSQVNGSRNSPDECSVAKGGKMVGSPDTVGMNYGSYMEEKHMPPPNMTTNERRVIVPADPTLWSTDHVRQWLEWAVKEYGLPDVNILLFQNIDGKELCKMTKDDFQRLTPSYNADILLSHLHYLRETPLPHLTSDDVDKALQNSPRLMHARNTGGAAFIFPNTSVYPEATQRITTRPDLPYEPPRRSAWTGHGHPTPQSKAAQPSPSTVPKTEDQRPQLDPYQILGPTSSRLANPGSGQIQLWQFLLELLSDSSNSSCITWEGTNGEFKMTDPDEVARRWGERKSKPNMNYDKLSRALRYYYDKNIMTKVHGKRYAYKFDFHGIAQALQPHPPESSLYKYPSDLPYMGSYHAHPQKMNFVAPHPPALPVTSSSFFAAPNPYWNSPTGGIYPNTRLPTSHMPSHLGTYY
#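 His-tagged ERG Ets domain (1 uM in the protein solution; 300mM KCl, 50mM Tris-HCl, 1mM EDTA, 1mM DTT, pH 7.5) received compound, then a probe mix of 5 nM fluorescein-DNA and 100nM Texas-615-DNA. Fluorescence polarization was read for both dyes.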
# Vif-A3F inh = qHTS for Inhibitors of Vif-A3F Interactions: qHTS; actives 0.2% (n = 390,000); Potency, µM (top dose mostly 46.1 µM), without a hit: at the highest dose activity, negative = active; HeLa A3F-eYFP + Vif (tagged APOBEC3F with the HIV-1 protein that degrades it), YFP fluorescence increase; note: potency is the fitted concentration of half-maximal effect; % of control where 0% means no effect; nearly all actives have a fitted effect of over 65% in size
#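 HeLa cells stably expressing Vif plus C-terminally eYFP-tagged A3F were seeded, incubated overnight at 37 deg C, dosed with compound, incubated overnight again at 37 deg C. Yellow fluorescence (Ex 488/Em 500-530) reported blocked Vif-mediated A3F-eYFP degradation.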
# D2 ag = HTS Assay for Allosteric Agonists of the Human D2 Dopamine Receptor: Primary Screen for Agonists. D(2) dopamine receptor (Homo sapiens), P14416. HEK293 T-REx D2 cells, calcium flux agonist mode. activation, % at 2 µM. actives 0.53% (n = 340,000). AID 485358, 2010;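 active = activation over 3 SD above normal in the single-dose calcium agonist read, cut at about 30% in these data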; note: 0% is about no effect
#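 Tetracycline-induced HEK293 T-REx cells with force-coupled D2 receptor, plated overnight at 30 C, loaded with no-wash calcium dye. After a 10 s baseline, compound was pin-added and calcium flux read kinetically for 180 s; calcium rises flagged agonists.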
# D2 antagonist = HTS Assay for Allosteric Antagonists of the Human D2 Dopamine Receptor: Primary Screen for Antagonists; inhibition, % at 10 µM; actives 2% (n = 340,000); HEK293 TREx D2 cells, calcium flux, dopamine EC80; in the data active = inhibition above about 30%; note: 0% is about no effect
#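 In this primary screen, negative modulation is detected by tracking calcium flux after an EC80 dopamine challenge in inducible HEK293 T-REx D2 cells preexposed to test compound for 180 s.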
# Vif-A3G inh = qHTS for Inhibitors of Vif-A3G Interactions: qHTS | AID 602310, 2012 | HeLa A3G-eYFP + Vif (tagged APOBEC3G with the HIV-1 protein that degrades it), YFP fluorescence, overnight | DNA dC->dU-editing enzyme APOBEC-3G (Homo sapiens), Q9HC16 | Potency, µM (highest dose often 46.1 µM), for inactives: top-dose activity, negative = active, hits mostly inhibitors | actives 0.076% (n = 410,000);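 note: potency is the fitted concentration of half-maximal effect; % is set by controls: 0 for no effect and ±100 for the full control effect; nearly all actives have a fitted effect of over 60% in size; hits raise eYFP signal because A3G escapes Vif-driven loss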
# Target sequence (Q9HC16 whole entry, looked up): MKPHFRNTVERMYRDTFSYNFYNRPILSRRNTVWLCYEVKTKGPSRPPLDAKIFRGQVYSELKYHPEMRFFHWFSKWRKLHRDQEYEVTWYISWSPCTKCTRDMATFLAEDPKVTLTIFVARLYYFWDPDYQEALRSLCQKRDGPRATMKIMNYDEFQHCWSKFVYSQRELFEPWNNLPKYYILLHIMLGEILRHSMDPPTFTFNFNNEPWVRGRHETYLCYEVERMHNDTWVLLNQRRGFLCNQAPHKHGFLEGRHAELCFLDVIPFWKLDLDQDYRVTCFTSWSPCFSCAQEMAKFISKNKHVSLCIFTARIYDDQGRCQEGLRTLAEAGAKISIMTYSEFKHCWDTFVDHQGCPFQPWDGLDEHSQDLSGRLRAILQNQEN
#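 HeLa cells stably expressing Vif and C-terminally eYFP-tagged A3G, seeded overnight at 37 deg C, then exposed to compound by pintool overnight at 37 deg C. Rise in yellow fluorescence (Ex 488/Em 500-530, Acumen) marks blocked Vif-driven A3G degradation.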
# GRP78 ERSR act = qHTS for Inducers of the Endoplasmic Reticulum Stress Response (ERSR) in Human Glioma: qHTS | actives 0.02% (n = 420,000) | Potency, µM, for the others: top-dose activation, most hits filed as activators | U87-MG GRP78 promoter luciferase reporter, 16 h; note: potency is the fitted concentration of half-maximal effect; series mostly up to about 76 µM; % of control where 0% means no effect; nearly all actives have a fitted effect of over 35% in size
#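 Stably transfected U87-MG human glioma cells carrying a GRP78-based luminescent sensor were seeded at 1000 cells/well, pin-dosed with compounds and incubated 16 h. Luciferase reagent was then added, and end-point luminescence was read after 10 min at room temperature.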
# RGS4 inh = Inhibitors of Regulator of G Protein Signaling (RGS) 4: qHTS; Regulator of G-protein signaling 4 (Homo sapiens), P49798; Transcreener GDP fluorescence polarization, RGS4-accelerated GTP hydrolysis; Potency, µM (series often up to 114 µM), for inactives: at the top dose activity change, negative = inhibition, most hits filed as inhibitors; actives 0.039% (n = 390,000); AID 504845, 2011; note: potency is the fitted concentration of half-maximal effect; % is set by controls: 0 for no effect and ±100 for the full control effect; nearly all actives have a fitted effect of over 75% in size; some results filed as inactive show a strong effect at the top dose
# Target sequence (P49798 whole entry, looked up): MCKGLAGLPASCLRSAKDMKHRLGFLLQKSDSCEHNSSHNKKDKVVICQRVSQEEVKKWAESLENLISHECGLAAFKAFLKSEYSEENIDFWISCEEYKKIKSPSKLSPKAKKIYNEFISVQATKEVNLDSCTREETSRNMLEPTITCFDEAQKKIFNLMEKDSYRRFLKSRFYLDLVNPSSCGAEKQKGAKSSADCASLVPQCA
#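 MLSMR compounds (23 nl, pin-transferred) preincubated 10 min at room temperature with a 500nM (2x) first reagent, then RGS4 at 900nM (2x) plus Transcreener GDP mix added; fluorescence polarization (620/688 nm) read before and after 90 min at 30 °C.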
# Numbers without * were called inactive; ? = inconclusive; / = not tested or not shown; & = joins results of further samples; ! = a repeat was not active; [ ] = remark or other dose. Unless noted, calls come from the whole dose curve; as a rule, active = well fitted curve in the direction sought with a large enough effect; inconclusive = small, poorly fitted or top-dose-only effect, or another doubt; inactive = no such curve, though single readings can be large; an effect the other way counts as inactive or inconclusive.
SMILES,LDHA block,ALOX12 inh,ERG-DNA inh,Vif-A3F inh,D2 ag,D2 antagonist,Vif-A3G inh,GRP78 ERSR act,RGS4 inh
c1ccc2c(c1)nc1n2CCC1,-1,-2%,/,-3%,/,/,1%,-3%,-36%
NNC(=O)c1ccc2nc(-c3ccc(Br)cc3)cn2c1,-19,1%,0%,3%,-0.3,10,-3%,?,-21%
O=S1(=O)N=C(N2CCN(c3ccc(F)cc3)CC2)c2ccccc21,-6,-13%,0%,0%,0.3,-8,0%,2%,6%
CC(CCc1ccccc1)NC(=O)Cc1ccccc1 (configuration not stated),-6,-10%,-2%,0%,0.2,-19,4%,-2%,-2%
CCN(CC)C(=O)CSc1nc(O)c(Cc2ccccc2)c(=O)n1-c1ccc(C)cc1,-4,?,2%,0%,0.3,5,2%,-2%,3%
COc1ccc(-c2csc(C(C)(O)c3ccccc3)n2)cn1 (configuration not stated),-1,-18%,/,/,/,/,1%,3%,/
Cc1ccc2nc(Cl)c(/C=N/NC(=O)CN3CCOCC3)cc2c1,2,0%,12%,-1%,/,/,0%,3%,-10%
Cc1ccc(C2=NC(c3ccccc3)=Nc3ccc(Cl)cc3N2)cc1,-2,-15%,-1%,/,0.1,/,/,/,-7%
Cc1ccc(CCn2c3c(c4ccccc42)CN(C)CC3)cn1,-5,10%,/,1%,0.2,-10,0%,-2%,-14%
CCn1nnc(NC(=O)C(C)(c2ccccc2)c2ccccc2)n1,-2,-4%,11%,-4%,-0.5,14,-2%,-5%,13%
CCCCCCCCCCCCN1[C@@H](CC(C)=O)c2cc(F)cc(F)c2S1(=O)=O,-3,13%,-1%,-5%,/,/,1%,-2%,-3%
COc1ccc(CCNC(=O)CSc2nnc(-c3ccc(F)cc3)o2)cc1OC,2,0%[57.4 µM],-14%,-2%,0.8,9,1%,3%,-2%
Clc1ccc(COc2ccccc2-c2ccnc3ncnn23)cc1,-1,1%,0%,0%,-0.4,8,1%,4%,-15%
O=C(CSc1nnc(-c2ccco2)o1)Nc1ccccc1Cl,-3,0%,1%,2%,0.0,2,-4%,3%,-4%
COCCNC(=O)CN(c1ccc(OC)c(OC)c1)S(=O)(=O)c1ccc(C)cc1,-2,28%,2%,-7%,/,/,0%,-2%,1%
COC(=O)C1CCN(C(=O)c2ccc(Cl)c(S(=O)(=O)NCc3cccnc3)c2)CC1,-8,0%,-7%,-7%,0.7,29,-4%,1%,-14%
CCOC(=O)C1(CCc2ccccc2)CCN(Cc2ccc(O)cc2)CC1,-7,-18%,2%,-5%,1.3,26,1%,-3%,32%
CC1(OC(=O)CCc2ccccc2)C(=O)C=C2C=C(c3ccc(C#N)cc3)N(CCc3c[nH]c4ccccc34)C=C2C1=O (configuration not stated),13,-3%,-3%,2%,0.0,2,0%,-2%,-28%
CNC(=O)N(C1=NCCCCC1)c1ccc(Br)cc1,-2,-15%,3%,-9%,-0.6,7,0%,-5%,-10%
Cc1ccc(C(=O)Nc2ccc(Br)cc2)cc1S(=O)(=O)Nc1ccccn1,-3,-27%,2%,-4%,-1.5,3,-4%,-3%,-6%
COc1cccc2c1C(=O)c1ccc3ccccc3c1C2=O,1,/,6%,0%,0.3,-3,2%,9%,3%
C/C(CC(=O)NCc1ccccc1Cl)=N/NC(=O)c1ccccn1,-1,15%,3%,1%,-0.3,-2,0%,2%,-9%
COc1ccc(C(=O)N=C2CCC(C#N)=C3c4cc(OC)c(OC)cc4CCN23)cc1,0,-11%,21%,-4%,5.1,-6,-2%,2%,-11%
COc1ccc(C2CC(=O)N(CC(=O)Nc3ccc(C(F)(F)F)cc3)c3ccccc3S2)cc1 (configuration not stated),-2,-10%,1%,-1%,0.5,/,5%,-5%,8%
Cc1cccc(-c2nc3c4ccccc4nc(N4CCN(c5ccccc5F)CC4)n3n2)c1,-2,3%,1%,-15%,-0.2,/,2%,0%,31%
Cc1ccc(N2C(=O)[C@@H]3[C@H](C2=O)[C@H]2C=CC=NN2[C@@H]3C(=O)Nc2ccc(Cl)cc2)cc1,-2,10µM*,-5%,1%,1.7,-12,-2%,-3%,14%[11.4 µM]
COc1ccc(/C=C/C(=O)Nc2nc3n(n2)C(c2ccccc2)C=C(c2ccccc2)N3)cc1 (configuration not stated),1,-1%,2%,-5%,-0.8,/,-3%,-2%,-10%
Cc1cc(NC(=O)CSCCO)no1,-3,40%[activator],-1%,1%,-0.4,8,0%,-4%,-18%
O=C(NCc1cccc(C(F)(F)F)c1)c1ccc2c(c1)OCO2,-3,-2%,3%,1%,-1.7,-3,-1%,12%,-15%
COc1cc(NC(=O)c2ccc(CNc3c(N4CCOCC4)c(=O)c3=O)cc2)cc(OC)c1,0,1%,3%,2%,/,/,1%,-4%,-3%
CC1(C(=O)NS(=O)(=O)c2cccc(F)c2)CCN1C(=O)c1cccc2ccccc12 (configuration not stated),-3,-9%,/,/,/,/,-2%,-2%,/
Cc1ccc(S(=O)(=O)N2CCC3(CC2)OCCN3S(=O)(=O)c2cccs2)cc1,-4,?,8%,-19%,/,/,3%,-2%,-29%
O=C1CC(NS(=O)(=O)c2cccs2)CN1c1ccc(F)cc1 (configuration not stated),-2,-24%,-5%,1%,-0.2,-4,1%,-1%,14%
O=c1c2[nH]c3ccccc3c2nc(SCc2cccc(F)c2)n1-c1ccccc1,1,-28%,-1%,-4%,-0.9,/,1%,-2%,-15%
CCc1nnc(NC(=O)c2ccc(Cl)c(S(=O)(=O)N3CCc4ccccc43)c2)s1,-9&-9,0%&1%,-3%,0%,-0.8,-6,0%,-2%,12%
Cc1ccc2nc(SCc3nnc(-c4ccccc4)o3)[nH]c2c1,0,0%,0%,-7%,/,/,0%,2%,-40%
Cc1ccc(S(=O)(=O)NC(C)(C)C)cc1C(=O)OCC(=O)N1CCCC1=O,-2,7%,-2%,1%,0.7,10,3%,-2%,-37%
CC(C)c1ccc(NC(=O)c2cc3c(=O)oc4ccccc4c3s2)cc1,-5,-12%,-3%,13%,1.2,/,0%,0%,2%
N#Cc1c[nH]n2c(NC3CCCC3)c(-c3cccc(Cl)c3)nc12,1,4%,0%,0%,1.3,/,-4%,3%,6%
COC(=O)C1=C(C)NC(C)=C([N+](=O)[O-])[C@H]1c1ccccc1C(F)(F)F,7,0%,/,/,/,/,4%,-4%,/
CC(C)[C@H](NC(=O)C1CCN(C(=O)[C@H](Cc2ccccc2)NC(=O)OC(C)(C)C)CC1)C(=O)O,-8,-6%,7%,10%,1.0,23,1%,-3%,-22%
Clc1ccc(CNc2nc(CN3CCOCC3)nc3scc(-c4ccccc4)c23)cc1,-1,17%,-5%,6%,-0.5,2,-12%,0%,18%
CCOc1ccccc1C1CC(=O)Nc2cc(OC)c(OC)c(OC)c21 (configuration not stated),-2,-1%,-5%,-7%,/,/,0%,1%,13%
CC(C)N(CC(N)=O)c1ccc(S(=O)(=O)N2CCCC2)cn1,1,?,19%,-3%,0.7,-32,-4%,-1%,16%
COCCCn1c(Cc2csc(Nc3ccccc3)n2)nnc1SCC(N)=O,0,-10%,-2%,2%,-0.1,-15,0%,-5%,-16%[56.9 µM]
CCC(=O)Nc1nnc(S(=O)(=O)N2CCc3ccccc32)s1,-2&-15,14%[57.4 µM],6%&8%,-11%&-5%,-0.1&-0.2,-1,1%&0%,-4%&-5%,3%&-9%
C[C@H](CO)N1C[C@H](C)[C@@H](CN(C)C(=O)Nc2ccccc2)Oc2c(NS(=O)(=O)c3ccccc3)cccc2C1=O,3,4%,15%,5%,/,/,-1%,-1%,-12%
COc1ccc(-c2nnc(SCC(=O)Nc3cccc(C(F)(F)F)c3)s2)cc1,3,0%,0%,0%,1.6,/,4%,2%,-17%
FC(F)(F)c1nc2ccccc2nc1N/N=C/c1ccc(Cl)cc1,-2,51%,0%,2%,0.4,-6,-1%,-2%,9%
Fc1ccc(/C=N/Nc2cc(N3CCOCC3)ncn2)cc1,-1,-2%,-10%,1%,-0.5,5,3%,2%,-13%
c1ccc(CSc2nnc(Cc3ccccc3)o2)cc1,-7,0%,6%,-6%,-0.1,-9,-6%,4%,?
N[C@@H](Cc1cc(I)c(Oc2ccc(O)c(I)c2)c(I)c1)C(=O)O,-35*!,?,11%&-9%,1%&4%,-0.3&-0.3,-2&-1,-4%&-6%,2%&-2%&-1%,-43%&3%

# These rows are one share of the data; rates above refer to the full screens.
